# TDP43 rescue – rescues yeast growth from TDP-43 toxicity; 410,000 compounds, 1.8% hits; Potency, µM (highest dose often 46.1 µM), without a hit: at the highest dose growth rescue (activation), hits mostly activators; TDP-43 expressing yeast growth rescue, BacTiter-Glo, 24 h; note: potency is the fitted concentration of half-maximal effect; % of control where 0% means no effect; nearly all actives have a fitted effect of over 50% in size
#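 Galactose-induced TDP-43 yeast, OD600=0.02, compound pinned; 24 hr, 30 deg C; BacTiter-Glo luminescence for growth. Inhibitors of TDP-43 toxicity read as activators.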
# PTHR1 ag – activates the human parathyroid hormone receptor PTHR1. HEK293 GP2 PTHR1 cells, GloSensor cAMP luminescence, 1 h. Potency, µM (series often up to 115 µM), inactives show top-dose activation, most hits filed as activators. 410,000 compounds, 0.075% hits; note: potency is the fitted concentration of half-maximal effect; nearly all actives have a fitted effect of over 55% in size; some results filed as inactive show a strong effect at the top dose; inactives centre near -15; many of its hits are not listed in these tables
# Target sequence (Q03431 whole entry, looked up): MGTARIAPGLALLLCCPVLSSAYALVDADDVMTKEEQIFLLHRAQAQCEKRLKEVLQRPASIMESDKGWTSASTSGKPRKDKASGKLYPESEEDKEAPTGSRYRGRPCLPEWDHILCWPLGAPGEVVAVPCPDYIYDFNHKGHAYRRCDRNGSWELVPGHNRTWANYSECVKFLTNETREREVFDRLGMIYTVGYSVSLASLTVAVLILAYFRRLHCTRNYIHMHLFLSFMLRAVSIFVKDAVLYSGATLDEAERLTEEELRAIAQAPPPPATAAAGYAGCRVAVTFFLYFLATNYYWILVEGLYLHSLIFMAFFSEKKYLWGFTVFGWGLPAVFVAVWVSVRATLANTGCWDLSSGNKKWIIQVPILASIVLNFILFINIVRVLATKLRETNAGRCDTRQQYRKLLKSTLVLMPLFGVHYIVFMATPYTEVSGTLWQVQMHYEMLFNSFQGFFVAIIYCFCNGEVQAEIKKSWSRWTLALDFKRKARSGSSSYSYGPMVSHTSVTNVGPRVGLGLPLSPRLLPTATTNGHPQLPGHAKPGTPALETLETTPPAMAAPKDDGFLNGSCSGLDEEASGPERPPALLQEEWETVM
#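 HEK-293-derived GP2 cells expressing PTHR1 and a GloSensor cAMP reporter, 3,000/well, plated overnight, given luciferin plus IBMX (each 0.5 mM as added) for 1 h at 37 °C, then compound for 1 h at 37 °C. Luminescence was read after 15 min at room temperature.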
# FUS yeast rescue – rescues growth of FUS-expressing yeast | S. cerevisiae FUS-expressing, growth rescue, OD600, 24 h | Potency, µM (top dose mostly 76.6 µM), for inactives: at the highest dose growth rescue (activation), usual class: activators | 390,000 compounds, 0.24% hits | AID 1347120;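 note: potency is the fitted concentration of half-maximal effect; plate controls were DMSO vehicle for no effect and reference control for full effect; nearly all actives have a fitted effect of over 55% in size; some results filed as inactive show a strong effect at the top dose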
#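 Read-out: OD at 600 nm after 24hr at 30C, reporting rescue of FUS-induced yeast toxicity. Cells at OD 0.005 in galactose (2%) minimal medium; compounds tested in a dilution series; CP55940 titration from 92uM final as control.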
# pAkt inh – blocks phosphorylation of Akt; Neuro2A IGF-stimulated pAkt S473 HTRF, 20 min; stronger effect = lower value; activity change, % for hits at 50 µM; 360,000 compounds, 0.32% hits; in the data active = activity change below about -80%; inconclusive = mostly about -51% to -80%; note: % is set by controls: 0 for no effect and ±100 for the full control effect
#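 Single-point screen (50 µM final compound) in Neuro2A cells stimulated 20 min with 6 nM IGF at 37 deg C. After lysis, Ser473-phosphorylated Akt read by HTRF (ex 330 nm, em 615/665 nm) as the 665/615 ratio.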
# aSyn yeast inh – alpha-synuclein toxicity inhibition in yeast | Yeast expressing alpha-synuclein, growth rescue, BacTiter-Glo, 24 h | Potency, µM (titrated, usually from 46.1 µM), without a hit: at the top dose growth rescue (activation), actives largely listed as activators | 370,000 compounds, 0.14% hits; note: potency is the fitted concentration of half-maximal effect; % of control where 0% means no effect; nearly all actives have a fitted effect of over 65% in size
#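 Rescue of yeast growth: cells expressing toxic alpha-synuclein, induced in galactose at OD600 0.02, incubated with compound 24 h at 30 C. ATP luminescence quantified growth; inhibitors of toxicity appear as activators.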
# GLP1R cytotox – cytotoxicity in counter-screen for GLP-1R inverse agonists; HEK293 cAMP-luciferase reporter cells, luminescence, 24 h; Potency, µM (doses to about 38.3 µM), for inactives: at the highest dose activity change, negative = inhibition, most hits filed as inhibitors; 410,000 compounds, 0.13% hits; AID 624418;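 note: loss of luciferase light is scored as toxicity; potency is the fitted concentration of half-maximal effect; % is set by controls: 0 for no effect and ±100 for the full control effect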
#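 1536-well qHTS counterscreen of the MLSMR; 200 cells/uL, 12 h pre-incubation, 23 nL cpd, 24 h at 37 deg C 5% CO2, luciferase detection reagent, 12 min RT, luminescence. Inhibition = undesired.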
# Abeta yeast res – restores growth of yeast expressing A-beta42 peptide. yeast expressing A-beta42, growth rescue, OD600, 48 h; response scale: 0% DMSO, 100% iron-clioquinol control. Potency, µM (doses to about 46.1 µM), without a hit: at the highest dose growth rescue, actives largely listed as activators. 410,000 compounds, 0.063% hits. AID 1347071; note: potency is the fitted concentration of half-maximal effect; nearly all actives have a fitted effect of over 55% in size
#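 Yeast growth medium received pinned compounds, then yeast cells expressing toxic A-beta were added; plates incubated at 30 C for 48 hr. Growth read as absorbance at 600 nm, normalized to DMSO and equimolar FeCl3 plus clioquinol controls.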
# Mm-Cpn inhibitor – blocks the Methanococcus maripaludis chaperonin Mm-Cpn; 330,000 compounds, 0.031% hits; purified Mm-Cpn ATPase, ADP Transcreener TR-FRET; Potency, µM (highest dose often 76.9 µM), for the others: at the highest dose activity, negative = inhibition, hits mostly inhibitors; note: potency is the fitted concentration of half-maximal effect; % is set by controls: 0 for no effect and ±100 for the full control effect; nearly all actives have a fitted effect of over 80% in size
#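 Inhibition of chaperonin ATP hydrolysis is measured as reduced ADP production, detected by competitive TR-FRET in which signal falls with ADP. Final enzyme 25 nM and ATP 10 uM, reacted 30 min at 37°C.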
# GLP-1R inv ag – GLP-1 receptor (human) inverse agonism; P43220; HEK293 GLP-1R CRE-luciferase, luminescence, 24 h; GLP-1R form is constitutively active; Potency, µM (top dose mostly 38.3 µM), for inactives: at the highest dose activity change, negative = inhibition, hits mostly inhibitors; 410,000 compounds, 1.6% hits; AID 624417; note: potency is the fitted concentration of half-maximal effect; % is set by controls: 0 for no effect and ±100 for the full control effect; nearly all actives have a fitted effect of over 55% in size
# Target sequence (P43220 whole entry, looked up): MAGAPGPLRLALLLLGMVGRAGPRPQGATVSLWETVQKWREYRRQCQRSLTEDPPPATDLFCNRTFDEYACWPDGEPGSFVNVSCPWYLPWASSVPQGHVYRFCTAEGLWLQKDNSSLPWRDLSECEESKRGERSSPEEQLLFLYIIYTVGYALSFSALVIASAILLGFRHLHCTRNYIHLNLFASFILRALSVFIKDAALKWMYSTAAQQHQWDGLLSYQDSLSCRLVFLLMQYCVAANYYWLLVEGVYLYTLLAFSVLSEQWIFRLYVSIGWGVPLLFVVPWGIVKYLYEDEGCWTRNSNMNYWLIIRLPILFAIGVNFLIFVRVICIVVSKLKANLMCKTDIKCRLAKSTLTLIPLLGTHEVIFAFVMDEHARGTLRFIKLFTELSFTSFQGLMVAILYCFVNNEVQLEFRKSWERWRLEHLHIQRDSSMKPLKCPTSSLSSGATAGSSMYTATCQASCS
#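 Luminescence readout: a drop in cAMP-driven luciferase signal flags inverse agonism at a constitutively active GLP-1R stably expressed in HEK293. Compound exposure lasted 24 hr at 37 deg C, 5% CO2.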
# Starred values were filed as active, the others as inactive; i = inactive; ? = inconclusive; . = not tested or not shown; [ ] = remark or other dose. Unless noted, calls come from the whole dose curve; as a rule, active = well fitted curve in the direction sought with a large enough effect; inconclusive = small, poorly fitted or top-dose-only effect, or another doubt; inactive = no such curve, though single readings can be large; an effect the other way counts as inactive or inconclusive. Some of the compounds tested; the hit share may differ from the screen's.
# The first 3 records, to show the layout:
smiles	TDP43 rescue	PTHR1 ag	FUS yeast rescue	pAkt inh	aSyn yeast inh	GLP1R cytotox	Abeta yeast res	Mm-Cpn inhibitor	GLP-1R inv ag
OC(c1ccc(F)cc1)c1nc(-c2cccs2)cs1 (stereo unspecified)	?	i	-24%	i	5%	5%	13%	.	4%
Cc1cc(F)ccc1S(=O)(=O)Nc1ccccc1C(=O)Nc1ccccc1-c1nc2ccccc2[nH]1	13%	-32%[inhibitor]	28%	i	10%	?	5%	?	6.3µM*
CCOC(=O)Cc1csc(/N=C/c2c(O)n(-c3ccccc3C(F)(F)F)c(=O)c3ccccc23)n1	9%	-40%[inhibitor]	21%	i	9%	179%[activator]	0%	-2%	?

# This part in full, from the first entry:
smiles	TDP43 rescue	PTHR1 ag	FUS yeast rescue	pAkt inh	aSyn yeast inh	GLP1R cytotox	Abeta yeast res	Mm-Cpn inhibitor	GLP-1R inv ag
OC(c1ccc(F)cc1)c1nc(-c2cccs2)cs1 (stereo unspecified)	?	i	-24%	i	5%	5%	13%	.	4%
Cc1cc(F)ccc1S(=O)(=O)Nc1ccccc1C(=O)Nc1ccccc1-c1nc2ccccc2[nH]1	13%	-32%[inhibitor]	28%	i	10%	?	5%	?	6.3µM*
CCOC(=O)Cc1csc(/N=C/c2c(O)n(-c3ccccc3C(F)(F)F)c(=O)c3ccccc23)n1	9%	-40%[inhibitor]	21%	i	9%	179%[activator]	0%	-2%	?
CCN1C(=O)[C@@H]2[C@H](C1=O)[C@@H]1C(=O)Nc3ccccc3C(=O)N1[C@@H]2c1cccc(C)c1	18%	i	0%	i	3%	-14%	23%	3%	23%
CC(=O)NCCc1nc2cc(NC(=O)COc3cccc(C)c3)ccc2n1C	-17%	i	38%	i	0%	-1%	-5%	-1%	18%
COc1ccc(/C=C2\SC(=O)N(CCC(=O)N3CCCCC3CCO)C2=O)cc1 (stereo unspecified)	3%	-14%	17%	i	17%	3%	2%	0%	-19%
CCOc1ccc(NS(=O)(=O)c2ccc(C(=O)N3CCCC3)cc2)cc1	-21%	i	11%	i	-3%	-2%	-1%	1%	-26%
O=C(Nc1cccc(Cl)c1)c1ccccc1NC(=O)C1CCCCC1C(=O)O (stereo unspecified)	16%	-8%	11%	i	4%	-3%	11%	-1%	-4%
COCCNc1nc(Oc2cccc(NC(C)=O)c2)c2sc(-c3ccccc3)cc2n1	34%	19%	0%	i	4%	3%	11%	.	6%
O=C(c1ccc(S(=O)(=O)c2ccccc2)cc1)N1CCCCCC1	22%	-29%	-7%	i	8%	-11%	?	1%	-4%
CCN(Cc1nc(-c2ccc(OC)c(OC)c2)no1)C(=O)c1ccc2c(c1)OCO2	7%	-29%	15%	i	10%	9%	-10%	-2%	61%[activator]
Cc1nc2c3cccnc3nn2c(C)c1CCC(=O)NCc1ccccc1	6%	-22%	-17%	.	.	2%	-12%	.	-13%
COc1ccc(OCCCC(=O)NC(C)c2ccccc2)cc1 (stereo unspecified)	-6%	i	2%	i	0%	-6%	-3%	2%	?
CCOc1ccc(NC(=O)Nc2ccc3c(c2)CCC3)cc1	-17%	-25%	44%	i	3%	-3%	-2%	-1%	6%
CC1CCC(NC(=O)c2cc(C3CC3)nn2-c2ccccc2)CC1 (stereo unspecified)	?	-40%[inhibitor]	32%	i	-14%	27%	-15%	0%	?
O=C(COC(=O)c1ccc(Br)o1)c1ccc(S(=O)(=O)N2CCCCC2)cc1	-23%	-16%	18%	i	-3%	0%	-17%	-8%	13%
COc1cccc(/C=N/NC(=O)c2ccccc2NC(=O)c2ccco2)c1OC	9%	-14%	7%	i	0%	2%	0%	4%	9%
COc1ccccc1-n1cnnc1SCC(=O)c1cc(C)n(Cc2cccs2)c1C	-10%	-3%[57.5 µM]	33%	i	-5%	-14%	0%	-1%	-5%
Cc1ccc(C)c(N/C(N)=N/c2nc(C)cc(C)n2)c1	-16%	-64%	.	i	-5%	?	-15%	1%	8.9µM*
NC(=O)c1cc([N+](=O)[O-])ccc1NCc1cccc2ccccc12	22%	-41%[inhibitor]	-33%	i	-2%	-17%	5%	2%	7%
CCc1cccc(NC(=O)CSC2=NS(=O)(=O)c3ccccc32)c1	?	-71%[inhibitor]	-20%	i	1%	1%	-19%	0%	-16%
Cc1ccc(-c2nc3ccc(C)cn3c2Cc2ccccc2C(F)(F)F)cc1	-8%	-68%[inhibitor]	19%	i	19%	-24%	2%	.	?
Cc1cc(OC(C)C(=O)N(Cc2ccco2)Cc2ccccc2F)cc(C)c1Cl (stereo unspecified)	-7%	-6%	11%	.	.	6%	-13%	.	?
COc1ccccc1-c1cc(C(=O)NCc2ccco2)no1	3%	-18%	-3%	i	3%	3%	5%	-2%	5%
COc1ccc(NC(=O)CN(c2cccc(C(F)(F)F)c2)S(C)(=O)=O)cc1OC	9%	i	9%	i	-2%	-6%	24%	1%	55%[activator]
CCCCn1nc(NC(=O)CC)c2cc3cc(OC)ccc3nc21	11µM*	i	3%	i	0%	104%[activator]	13%	-6%	-20%
Cn1c(CCN2CCOCC2)nc2cc(NC(=O)COc3ccc([N+](=O)[O-])cc3)ccc21	5%	i	27%	i	4%	-11%	-6%	-1%	9%
O=C(O)c1cc(-c2ccc(/C=N/Nc3ccc(Cl)cc3)o2)ccc1Cl	-90%[inhibitor]	-3%[57.5 µM]	23%	.	-92%[inhibitor]	9%	0%	-2%	-9%
CC1CCc2c(sc(NC(=O)Cn3nnc(-c4ccc(C(F)(F)F)cc4)n3)c2C#N)C1 (stereo unspecified)	1%	i	-10%	.	.	-1%	-7%	.	3%
O=c1[nH][nH]c2c1[C@H](CCc1cccc(Cl)c1)O[C@H](C1CCCC1)C2	0%	i	35%	i	-33%[inhibitor]	5%	6%	.	?
CC(=O)c1ccc(OCCCC(=O)N(CCC2=CCCCC2)c2c(N)n(Cc3ccccc3)c(=O)[nH]c2=O)cc1	18%	-31%	9%	i	-1%	14%	15%	-3%	15%
CN1C(=O)/C(=C\C=C2/CCCN2C)N(C)C1=S	-19%[9.22 µM]	-17%	23%	i	-1%	4%	-9%	-4%	3%
CCCCc1c(O)nc(SCC(=O)c2ccccc2)n(-c2ccccc2)c1=O	-8%	i	-5%	i	1%	-4%	16%	1%	6%
Cc1c(C(=O)Nc2ccc(F)cc2)c2ccccn2c1CCc1ccncc1	17%	-19%	17%	i	1%	-1%	3%	0%	34%[activator]
COc1ccc(OC)c(CNC(=O)C2CCN(S(=O)(=O)c3cn(C)cn3)CC2)c1	9%	i	11%	.	.	8%	-21%	.	4%
CCOC(=O)c1cc(-c2ccc(F)cc2)n(CC(=O)NCc2ccccn2)c1C	22%	i	-20%	i	-1%	-5%	-4%	3%	-4%
CCCCC(=O)NC(c1ccco1)c1cc(Cl)c2cccnc2c1O (stereo unspecified)	?	i	16%	i	?	?	?	0%	?
O=C(Nc1c(F)c(F)c(F)c(F)c1F)C1CCCCC1	-3%	15%[57.5 µM]	-1%	i	0%	0%	10%	0%	0%
COc1cc(OC)c(OC)cc1NC(=O)CC1COc2ccccc2O1 (stereo unspecified)	1%	i	14%	i	3%	1%	4%	-12%	3%
CC(=O)c1cnn(-c2cc(Oc3cccc(C)c3)ncn2)c1C	9%	i	1%	i	-5%	5%	27%	.	19%
CCOc1ccc(CC(=O)NCC(c2cccs2)S(=O)(=O)c2ccc(F)c(C)c2)cc1 (stereo unspecified)	20%	-7%	-3%	.	.	2%	-6%	.	1%
O=S(=O)(Nc1nc2ccccc2nc1Cl)c1ccc2c(c1)OCCO2	-28%	-44%[inhibitor]	13%	i	17%	11%	-3%	0%	3%
CC/C(=N/Nc1cccc(Cl)c1)c1cnnc(SC)n1	4%	i	6%	i	-6%	-23%[1.53 µM]	-1%	2%	-8%
O=C(COc1ccc(F)cc1)Nc1ccccc1N1CCOCC1	13%	i	-8%	i	-6%	0%	-18%	2%	4%
Cc1ccc(/C=C(\C#N)C(=O)NCCN2CCOCC2)cc1	-4%	i	-3%	i	6%	1%	-7%	-7%	4%
c1ccc2c(c1)C(=NCC1CCCO1)NC2=NCC1CCCO1 (stereo unspecified)	1%	12%[57.5 µM]	-15%	i	1%	-6%	9%	1%	-5%
CC(C)N=C(N)N=C(N)Nc1ccc(Cl)cc1	22%	i	-36%	i	1%	2%	-17%	0%	?
O=C1CN(C(=O)c2cnccn2)c2ccccc2N1	-5%	i	9%	i	0%	-19%	8%	0%	-6%
Cc1c(F)cccc1NC(=O)CSCC(=O)Nc1ccccc1	7%	i	-4%	i	6%	-14%	2%	1%	-7%
Cc1nnc(N2CCC(C(=O)NC(C)C)CC2)c2nn(-c3ccccc3)c(C)c12	-8%	-11%	1%	.	.	-14%	-24%	.	10%
COc1ccc(N(C(=O)c2snc(C(N)=O)c2N)C(C(=O)NCc2ccc(F)cc2)c2ccc(C)o2)c(OC)c1 (stereo unspecified)	-9%	i	24%	i	2%	1%	4%	-21%	?
Cc1ccc(N(CC(=O)N/N=C/c2cccs2)S(C)(=O)=O)cc1	4%	i	.	i	12%	-14%	?	0%	-12%

# Screens (PubChem BioAssay)
